From PubChem
TRPV1 ag: activates the human vanilloid receptor TRPV1; activation, % at 8.33 µM; TRPV1-expressing cells, Fluo-8 calcium influx, agonist mode; 320,000 compounds, 0.19% hits; Q8NER1; AID 540275; in the data active = activation above about 80%; inconclusive = between about 30% and that limit; note: 0% is about no effect
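Fluo-8 calcium influx in TRPV1-expressing cells, kinetic read (ex 480/em 520 nm). Compound added and read 3 min for agonist activity, followed by capsaicin at EC20 final and 2 min further read for enhancement.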
PTAP TSG101 blk: blocks PTAP/TSG101 interaction to inhibit HIV-1 budding | Q99816 | Fluorescence polarization, FITC-PTAP peptide / Tsg101 binding | Potency, µM (doses to about 115 µM), without a hit: at the highest dose activity change, negative = inhibition, actives largely listed as inhibitors | 340,000 tested, under 10 active | AID 493005; active = well fitted inhibition curve with a large enough effect in the main read-out, with a control signal flat, not every such curve was filed as active; inconclusive = small, poorly fitted or top-dose-only effect, or effect the other way, or a change in a side signal; inactive = no such curve, though single readings can be large or run the other way; note: potency is the fitted concentration of half-maximal effect; % of control where 0% means no effect
Target sequence (Q99816 whole entry, looked up): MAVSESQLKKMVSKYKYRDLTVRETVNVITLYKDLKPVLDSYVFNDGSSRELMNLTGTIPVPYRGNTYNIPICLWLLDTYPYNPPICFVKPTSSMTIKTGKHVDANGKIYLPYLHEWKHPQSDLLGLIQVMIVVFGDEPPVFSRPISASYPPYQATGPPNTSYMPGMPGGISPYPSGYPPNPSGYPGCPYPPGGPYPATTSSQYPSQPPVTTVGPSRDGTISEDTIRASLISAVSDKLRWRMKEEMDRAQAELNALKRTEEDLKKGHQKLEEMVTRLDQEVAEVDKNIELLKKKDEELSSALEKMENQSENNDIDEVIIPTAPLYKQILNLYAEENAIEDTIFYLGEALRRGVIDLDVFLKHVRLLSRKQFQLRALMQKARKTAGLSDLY
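Tsg101 binding domain (10 uM final) was mixed with compound and a FITC-labeled PTAP peptide (50 nM final) in HEPES pH 7.5 buffer with NaCl, Tween 20, EDTA and TCEP; fluorescence polarization was read after 20 min at r.t.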
USP2a block: USP2a (human) protease inhibition; O75604; USP2 core, Ub-CHOP2 coupled fluorogenic reporter, 485/531; Potency, µM (doses to about 38.3 µM), inactives show top-dose activity change, negative = inhibition, most hits filed as inhibitors; 330,000 compounds, 0.01% hits;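 note: potency is the fitted concentration of half-maximal effect; plate controls were DMSO wells for no effect and full inhibition by NEM control for full effect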
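Deubiquitinase activity read as fluorescence (485/531 nm) after Ub-CHOP2 cleavage activates the enterokinase reporter on its substrate; USP2 core 10nM, Ub-CHOP2 and substrate 25nM each, 30min compound preincubation then 60min RT; data normalized to NEM, curves fitted.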
p53 reactivation: mutant p53 re-activation in reporter cells; H1299 p53-A138V BP100-luciferase reporter, luminescence, 24 h; Potency, µM (series often up to 92.2 µM), inactives show at the highest dose activity change, positive = activation, most hits filed as activators; 320,000 compounds, 0.063% hits; note: potency is the fitted concentration of half-maximal effect; % of control where 0% means no effect; nearly all actives have a fitted effect of over 45% in size
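H1299 (p53-null), stable ts p53-A138V + BP100-Luc; 1000 cells/well, Opti-MEM/10% FBS; cpd 4 pt, 1:5; 24 h, 37 deg C, 5% CO2; detection reagent 10 min RT; luminescence.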
ELG1 genotox: genotoxicity induction in ELG1-luciferase HEK293T cells. HEK293T ELG1-luciferase reporter, luminescence, 16 h. Potency, µM (titrated, usually from 46 µM), inactives show at the highest dose activity change, positive = activation, hits mostly activators. 330,000 compounds, 1.3% hits; note: potency is the fitted concentration of half-maximal effect; % of control where 0% means no effect; nearly all actives have a fitted effect of over 60% in size
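Luminescence read-out: rising ELG1-luciferase signal, reflecting elevated ELG1 protein under genetic stress, flags genotoxic compounds. Cells were treated for 16 hr at 37 °C before ONE-Glo detection.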
B2AR arrestin: beta2AR (human) beta-arrestin recruitment activity; P07550; beta-arrestin recruitment to beta2AR, cell-based reporter; Potency, µM (highest dose often 46.1 µM), without a hit: top-dose activation, hits mostly activators; 330,000 compounds, 0.02% hits; AID 492947;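 note: potency is the fitted concentration of half-maximal effect; 0% = DMSO controls and full agonism = EC100 isoproterenol or metaproterenol; nearly all actives have a fitted effect of over 65% in size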
uPA surface inh: blocks generation of uPA at the cell surface; Potency, µM (series often up to 38.3 µM), inactives show top-dose activity change, negative = inhibition, most hits filed as inhibitors; cell surface uPA generation assay, qHTS; 330,000 compounds, 0.31% hits; active = well fitted inhibition curve with a large enough effect; inconclusive = small, poorly fitted or top-dose-only effect; inactive = no such curve, though single readings can be large or run the other way; tested in mouse RAW 264.7 cells; note: potency is the fitted concentration of half-maximal effect; % is set by controls: 0 for no effect and ±100 for the full control effect; nearly all actives have a fitted effect of over 55% in size
Eya2 inh: Eya2 (human) phosphatase inhibition; Potency, µM (top dose mostly 76.9 µM), for the others: at the top dose activity, negative = inhibition, hits mostly inhibitors; recombinant Eya2, OMFP fluorescence dephosphorylation (OMFP is methylfluorescein phosphate); 330,000 compounds, 0.006% hits; O00167; note: potency is the fitted concentration of half-maximal effect; % is set by controls: 0 for no effect and ±100 for the full control effect
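Eya2 (0.2 uM) preincubated 10 min at ambient with compound, then OMFP substrate added at 50 uM; 10 min reaction in 50 mM HEPES pH 7.5, 50 mM NaCl, 5 uM MgCl2, 0.05% BSA, 1 mM DTT. Fluorescence read at Ex 485/Em 525 nm.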
S-ASM inh: blocks human secretory acid sphingomyelinase. Potency, µM (highest dose often 57.5 µM), without a hit: at the top dose activity change, negative = inhibition, hits mostly inhibitors. P17405. 340,000 compounds, 0.006% hits. placental ASM, HMU-PC fluorogenic substrate, 60 min; note: potency is the fitted concentration of half-maximal effect
Target sequence (P17405 47-631 limits assumed): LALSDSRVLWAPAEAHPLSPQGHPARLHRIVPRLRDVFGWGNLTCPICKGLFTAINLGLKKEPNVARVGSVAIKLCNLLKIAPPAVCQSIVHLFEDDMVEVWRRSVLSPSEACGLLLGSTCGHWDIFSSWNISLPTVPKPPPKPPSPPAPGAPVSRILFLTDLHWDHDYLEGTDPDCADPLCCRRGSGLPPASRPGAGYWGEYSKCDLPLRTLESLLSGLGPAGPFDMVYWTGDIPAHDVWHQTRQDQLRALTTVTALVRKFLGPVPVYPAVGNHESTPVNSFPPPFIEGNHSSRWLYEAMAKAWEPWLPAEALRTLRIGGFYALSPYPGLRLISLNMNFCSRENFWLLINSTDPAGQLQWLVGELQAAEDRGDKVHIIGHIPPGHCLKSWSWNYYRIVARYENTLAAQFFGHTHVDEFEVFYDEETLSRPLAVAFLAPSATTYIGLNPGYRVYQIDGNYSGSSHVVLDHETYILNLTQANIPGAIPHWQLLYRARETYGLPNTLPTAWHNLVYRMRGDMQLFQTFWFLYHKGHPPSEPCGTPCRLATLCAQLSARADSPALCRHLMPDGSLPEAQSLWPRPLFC
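Steps: dispense placental human ASM, pin compound, wait 10 min at room temperature, add HMU-PC0 substrate at 9 uM final, incubate 60 min at 37 °C, add stop solution raising pH to 10, read fluorescence.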
Integrin act MD: integrin-mediated muscular dystrophy alleviation activation; alpha7betagal myoblasts, beta-gal FDG fluorescence, 48 h; Potency, µM (series often up to 38.3 µM), inactives show at the top dose activation, usual class: activators; AID 624291; 350,000 compounds, 0.064% hits;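 note: potency is the fitted concentration of half-maximal effect; 100% = response of the positive control SU9516; nearly all actives have a fitted effect of over 60% in size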
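Alpha7betagal+/- myoblasts (passage 13) were plated 16-24 hr, then exposed to compounds (1:260 dilution of DMSO stock) for 48 hours at 37C. After MPER lysis, β-galactosidase reporter activity was read as FDG fluorescence (ex 480/em 540) after 30 minutes.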
BRCA1 expr up: activators of BRCA1 expression | MCF7-BRCA1-FFLuc reporter, luminescence, 48 h; response scale: scaled: vehicle 0%, 10 µM genistein 100% | Potency, µM (top dose mostly 46.1 µM), for the others: at the top dose activation, actives largely listed as activators | 380,000 compounds, 1.1% hits; note: potency is the fitted concentration of half-maximal effect; nearly all actives have a fitted effect of over 80% in size; some results filed as inactive show a strong effect at the top dose
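MCF7 cells carrying a BRCA1-firefly luciferase reporter (2000 cells/well, phenol-red free MEM) were attached for 2 h at 37 °C, then given compounds for 48 h. Luminescence was read 15 min after luciferase reagent; activity normalized to genistein (10 microM) and DMSO.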
The depositor's hits bear a star; & = joins results of further samples; [ ] = dose if it differs, or a comment. Unless noted, calls come from the whole dose curve; as a rule, active = well fitted curve in the direction sought with a large enough effect; inconclusive = small, poorly fitted or top-dose-only effect, or another doubt; inactive = no such curve, though single readings can be large; an effect the other way counts as inactive or inconclusive.

Screening Cc1ccc(S(=O)(=O)N2CCOC23CCN(C(=O)C(=O)NCCC(C)C)CC3)cc1 returned TRPV1 ag 0.8, PTAP TSG101 blk 1.8%, USP2a block -0.5%, p53 reactivation 3.3%, ELG1 genotox 12.4%, B2AR arrestin 0.0%, uPA surface inh -2.4%, Eya2 inh -21.4%, S-ASM inh 1.1%, Integrin act MD -4.2% and BRCA1 expr up -15.3%.
CCOC(=O)N1CCN(C(=O)C2CC(c3ccc(F)cc3)=NO2)CC1 (stereo not given) was read as TRPV1 ag -0.4, PTAP TSG101 blk -0.9%, USP2a block 2.2%, p53 reactivation 1.7%, ELG1 genotox -1.6%, B2AR arrestin 0.3%, uPA surface inh -0.2%, Eya2 inh 14.9%, S-ASM inh -2.2%, Integrin act MD 6.4% and BRCA1 expr up 23.7%.
Screening CCCCc1nnc(NC(=O)c2ccc(S(=O)(=O)N3CCOCC3)cc2)s1 returned TRPV1 ag 2.0, PTAP TSG101 blk -3.8%, USP2a block -1.6%, p53 reactivation 3.0%, ELG1 genotox 0.3%, B2AR arrestin -0.4%, uPA surface inh 1.2%, Eya2 inh 10.2%, S-ASM inh 4.3%, Integrin act MD 1.0% and BRCA1 expr up 1.9%.
O=[N+]([O-])c1ccc(N2CCN(c3ccccc3)CC2)nc1 was read as TRPV1 ag -6.9, PTAP TSG101 blk -0.9%, USP2a block 0.5%, p53 reactivation 3.7%, ELG1 genotox -3.4%, B2AR arrestin 4.2%, uPA surface inh -7.1%, Eya2 inh inconclusive, S-ASM inh -4.7%, Integrin act MD 20.2% and BRCA1 expr up 24.1%.
O=C(CSc1nc2ccccc2c(=O)n1CCCC(=O)N1CCCC1)NCc1ccco1 was read as PTAP TSG101 blk -3.9%, USP2a block 2.1%, p53 reactivation -1.4%, ELG1 genotox -0.4%, B2AR arrestin -0.7%, uPA surface inh 2.0%, Eya2 inh -2.6%, S-ASM inh 0.1%, Integrin act MD -10.2% and BRCA1 expr up -18.8%.
For O=C1c2ccccc2NC(c2cccc(O)c2)N1Cc1ccco1 (stereo not given) the results were TRPV1 ag -3.6, PTAP TSG101 blk -0.2%, USP2a block 2.6%, p53 reactivation -4.8%, ELG1 genotox -7.8%, B2AR arrestin 0.1%, uPA surface inh -11.2%, Eya2 inh -7.8%, S-ASM inh 17.9%, Integrin act MD inconclusive and BRCA1 expr up 0.0%&-47.8%.
`COc1ccc(OC)c(C(=O)c2coc3ccc(OC)cc23)c1` gave TRPV1 ag 12.3, PTAP TSG101 blk -1.0%, USP2a block 3.3%, p53 reactivation -5.3%, ELG1 genotox -2.6%, B2AR arrestin -1.0%, uPA surface inh -0.6%, Eya2 inh 13.0%, S-ASM inh -0.6%, Integrin act MD inconclusive and BRCA1 expr up -19.5%.
O=C(/C=C/NNC(=O)c1ccccc1)c1ccc([N+](=O)[O-])cc1 was read as TRPV1 ag 0.3, PTAP TSG101 blk -0.2%, USP2a block -2.2%, p53 reactivation 3.5%, ELG1 genotox -1.2%, B2AR arrestin 0.1%, uPA surface inh -7.2%, Eya2 inh -10.7%, S-ASM inh -9.2%, Integrin act MD -27.1% and BRCA1 expr up -77.3%[inhibitor].
`COc1ccc(N2CCN(C(=O)c3ccc(Cn4nc(C)c([N+](=O)[O-])c4C)o3)CC2)cc1` gave TRPV1 ag 2.0, PTAP TSG101 blk 2.2%, USP2a block 0.2%, ELG1 genotox -7.7%, B2AR arrestin -0.1%, uPA surface inh inconclusive, Eya2 inh -16.6%, S-ASM inh -3.3%, Integrin act MD -17.9% and BRCA1 expr up -53.9%.
COc1cc(C(=O)NC2CC(C)(C)NC(C)(C)C2)cc(OC)c1OC was read as TRPV1 ag 0.0, PTAP TSG101 blk 3.9%, USP2a block 2.2%, p53 reactivation -2.5%, ELG1 genotox 0.1%, B2AR arrestin -0.7%, uPA surface inh 2.0%, Eya2 inh -6.2%, S-ASM inh 4.2%, Integrin act MD 0.2% and BRCA1 expr up -0.5%.
`CC(C)(C)c1ccc(-n2nc(C#N)c(Cl)cc2=O)cc1` gave TRPV1 ag 15.4, PTAP TSG101 blk -1.1%, USP2a block -0.3%, p53 reactivation -11.4%, ELG1 genotox -17.0%, B2AR arrestin -0.3%, uPA surface inh -10.8%, Eya2 inh -6.6%, S-ASM inh 1.8%, Integrin act MD -64.4%[inhibitor] and BRCA1 expr up -100.7%[inhibitor].
For O=C(Nc1ccc2c(c1)OCO2)c1cnn2cccnc12 the results were TRPV1 ag -0.2, PTAP TSG101 blk -5.5%, USP2a block 1.7%, p53 reactivation inconclusive, ELG1 genotox 4.11µM*, B2AR arrestin -0.1%, uPA surface inh -16.4%, Eya2 inh -25.0%, S-ASM inh 2.6%, Integrin act MD 23.8% and BRCA1 expr up inconclusive.
For Cc1ccc(Cl)cc1N1CCN(C(=O)Cn2ccc3ccccc3c2=O)CC1 the results were TRPV1 ag 8.3, PTAP TSG101 blk -1.5%, USP2a block -9.1%, p53 reactivation 8.6%, ELG1 genotox -11.7%, B2AR arrestin 0.4%, uPA surface inh -2.5%, Eya2 inh -5.2%, S-ASM inh -8.5%, Integrin act MD 29.4% and BRCA1 expr up -44.8%.
`N#Cc1nc(COc2ccc(-c3ccccc3)cc2)oc1NCCCN1CCOCC1` gave TRPV1 ag 14.3, PTAP TSG101 blk -3.4%, USP2a block 1.7%, p53 reactivation -16.7%, ELG1 genotox -7.8%, B2AR arrestin 0.4%, uPA surface inh -12.0%, Eya2 inh -8.6%, S-ASM inh -9.8%, Integrin act MD -33.0% and BRCA1 expr up -45.1%.
Screening O=C(Nc1ccc(Oc2ccc(Cl)cc2)cc1)c1ncn[nH]1 returned TRPV1 ag 4.5, PTAP TSG101 blk -9.1%, USP2a block inconclusive, p53 reactivation -2.1%, ELG1 genotox -3.4%, B2AR arrestin -4.4%, uPA surface inh -8.3%, Eya2 inh -4.0%, S-ASM inh 8.4%, Integrin act MD -3.7% and BRCA1 expr up 22.8%.
Screening CC(=O)c1c(C(C)=O)c(C)n(-c2ccc(O)cc2)c1C returned TRPV1 ag 2.5, PTAP TSG101 blk -4.5%, S-ASM inh -0.6%, Integrin act MD 19.3% and BRCA1 expr up -15.1%.
Screening COc1ccc(-c2csc(NC(=O)c3ccco3)n2)cc1 returned TRPV1 ag 23.3, PTAP TSG101 blk -0.1%, USP2a block 2.1%, p53 reactivation inconclusive, ELG1 genotox 15.5%, B2AR arrestin -0.7%, uPA surface inh -2.5%, Eya2 inh -3.1%, S-ASM inh -6.0%, Integrin act MD 2.3% and BRCA1 expr up inconclusive.
`O=C(COC(=O)/C=C/c1ccc(Cl)cc1Cl)Nc1cc(C(F)(F)F)ccc1N1CCOCC1` gave TRPV1 ag 1.3, PTAP TSG101 blk -0.1%, USP2a block 0.9%, p53 reactivation 2.0%, ELG1 genotox 0.9%, B2AR arrestin 3.3%, uPA surface inh 0.0%, Eya2 inh -3.0%, Integrin act MD 23.7% and BRCA1 expr up -14.4%.
`COc1cc(S(=O)(=O)NCC2OCCc3ccccc32)ccc1-n1cnnn1` (stereo not given) gave TRPV1 ag -0.4, PTAP TSG101 blk -11.5%, USP2a block 5.6%, p53 reactivation -4.6%, ELG1 genotox -0.4%, B2AR arrestin 0.2%, Eya2 inh 2.1%, S-ASM inh -0.2%, Integrin act MD -34.4% and BRCA1 expr up -9.9%.
COc1ccc(NC(=O)c2cn(-c3ccccc3)nc2SC)cc1 was read as TRPV1 ag 11.5, PTAP TSG101 blk -5.8%, USP2a block 2.9%, p53 reactivation 4.4%, ELG1 genotox 1.3%, B2AR arrestin 0.5%, uPA surface inh -2.5%, Eya2 inh 4.8%, S-ASM inh -12.5%, Integrin act MD -37.9% and BRCA1 expr up 16.6%.
CC1CCCCN1S(=O)(=O)c1ccc(C(=O)Nc2nnc(-c3ccco3)o2)cc1 (stereo not given) was read as TRPV1 ag -5.1, PTAP TSG101 blk -4.2%, USP2a block 1.3%, p53 reactivation -4.3%, ELG1 genotox -21.6%, B2AR arrestin 0.2%, uPA surface inh -6.2%, Eya2 inh -8.8%, S-ASM inh 5.6%, Integrin act MD 11.0% and BRCA1 expr up -70.6%.
CC(C)c1ccc(-c2nc3ccccc3s2)cc1 was read as TRPV1 ag 3.5, PTAP TSG101 blk 0.9%, USP2a block 3.1%, p53 reactivation -7.7%, ELG1 genotox -8.6%, B2AR arrestin -0.7%, uPA surface inh -15.9%, Eya2 inh -16.5%, S-ASM inh 5.7%, Integrin act MD 7.9% and BRCA1 expr up -78.7%.
